# Screens (PubChem)
# proKLK7 act – proKLK7 zymogen activators, primary screen, biochemical, fluorescence intensity | Kallikrein-7 (Homo sapiens), P49862 | AID 652039, 2013 | purified proKLK7, EDANS-DABCYL substrate fluorescence; 100% is mature enzyme control, 0% vehicle | activation, % at 7 µM | hit rate 0.9% among 370,000;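 active = activation above the mean of all tested compounds plus 3 SD, computed per campaign excluding outliers beyond control limits, cut at about 13% in these data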
# Target sequence (P49862 whole entry, looked up): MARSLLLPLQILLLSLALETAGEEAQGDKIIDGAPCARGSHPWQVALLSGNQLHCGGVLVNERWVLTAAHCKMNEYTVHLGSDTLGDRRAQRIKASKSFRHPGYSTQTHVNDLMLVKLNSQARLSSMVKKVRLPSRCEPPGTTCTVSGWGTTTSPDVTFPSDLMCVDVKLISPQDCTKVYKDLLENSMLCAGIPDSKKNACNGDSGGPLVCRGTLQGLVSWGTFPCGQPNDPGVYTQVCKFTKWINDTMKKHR
# rCAG RNA binder – binders of r(CAG) RNA repeats, primary screen, biochemical, fluorescence; r(CAG) RNA repeat, TO-PRO-1 dye displacement fluorescence; AID 651821, 2012; hit rate 1.3% among 370,000; inhibition, % at 3 µM;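 active = inhibition above the plate cutoff, the mean of all test compounds on that plate plus 3 SD, cut at about 35% in these data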;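 also: 0% = DMSO alone and 100% = 100 µM mitoxantrone as full dye displacement; higher means more dye released from RNA so lower well fluorescence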
# NPR2 activator – human GC-B receptor activators, primary screen, HEK293 GC-B cells, cGMP TR-FRET, EC30 CNP. 0% at EC30 CNP, 100% saturating CNP. activation, % at 10 µM. hit rate 0.11% among 370,000. AID 1920062, 2024;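 active = activation at 10 µM reaching about 35% in either raw or pattern-adjusted values, limit read from the data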
# FXN GAA850 act – FXN promoter activators, primary screen, cell-based, luciferase luminescence, HEK293 lucGAA850 | HEK293 lucGAA850 FXN promoter luciferase reporter, 24 h; percent of 10 µM SAHA response | activation, % at 6 µM | hit rate 0.56% among 360,000 | AID 540364, 2011;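 active = activation above the average of all compounds screened plus 3 SD, cutoff fixed separately per campaign, cut at about 7.5% in these data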;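 also: 0% = DMSO wells and 100% = 10 µM SAHA wells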
# ADAM10 inh – human ADAM10 inhibitors, primary screen, biochemical, QFRET, HTS; Disintegrin and metalloproteinase domain-containing protein 10 (Homo sapiens), O14672; inhibition, % at 7 µM; hit rate 0.62% among 370,000; AID 720582, 2013; recombinant ADAM10, EDANS/DABCYL FRET peptide cleavage, 3 h;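 active = inhibition above a per-campaign cutoff equal to the mean of compounds falling between control-based bounds plus 3 SD, cut at about 20% in these data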;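 also: 0% = DMSO wells while the 100% control is not disclosed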
# GC-A act – GC-A stimulated cGMP production enhancers – HEK293 GC-A cells, cGMP TR-FRET, EC30 ANP, primary screen | Atrial natriuretic peptide receptor 1 (Homo sapiens), P16066 | 0% at EC30 ANP, 100% saturating ANP | activation, % at 10 µM | hit rate 0.14% among 370,000 | AID 1671463, 2021; in the data active = activation above about 40%
# ARFGAP1 inh – inhibitors of rat ARFGAP1 GAP activity, primary screen, biochemical, fluorescence polarization, GDP tracer. AID 651572, 2012. hit rate 0.26% among 360,000. ADP-ribosylation factor GTPase-activating protein 1 (Rattus norvegicus), Q62848. Arfgap1-stimulated ARF1 GTP hydrolysis, GDP FP detection. inhibition, % at 16.5 µM;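 active = inhibition above a per-plate limit, mean inhibition of low control wells plus 3 SD, cut at about 25% in these data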;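 also: 0% = DMSO wells with enzyme and 100% = wells lacking Arfgap1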
# Target sequence (Q62848 1-136 limits assumed): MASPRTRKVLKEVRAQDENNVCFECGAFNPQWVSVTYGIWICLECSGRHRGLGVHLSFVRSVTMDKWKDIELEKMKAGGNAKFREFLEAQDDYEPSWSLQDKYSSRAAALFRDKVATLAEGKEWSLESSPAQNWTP
#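 Assay system: purified rat His6-Arfgap1 residues 1-136 (GAP domain); Reagent: human Δ17 ARF1 bound to GTP; Dosing: 16.5 µM single point, 1.26% DMSO; Times: GTP hydrolysis reaction 2 h at 25 °C; Signal: FP, GDP Alexa 633 tracer displaced from anti-GDP antibody, 620/688 nm; Measure: % inhibition from polarization.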
# Tn6 DDE FP – inhibitors of Tn6 peptide binding to fibrin DD(E), primary screen, biochemical, fluorescence polarization, human fibrin, Tn6 probe | AID 720509, 2013 | inhibition, % at 8.3 µM | hit rate 0.21% among 370,000 | Fibrinogen beta chain (Homo sapiens), P02675 | Fibrin DD(E) TRITC-Tn6 fluorescence polarization displacement;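 active = inhibition above a per-campaign cutoff: mean of compounds within control limits plus 3 SD, cut at about 15% in these data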;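 also: 0% = median of all compound wells on the plate and 100% = blocking peptide control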
# ASAP1 GAP inh – inhibitors of human ASAP1 ArfGAP activity, primary screen, biochemical, fluorescence polarization | Arf-GAP with SH3 domain, ANK repeat and PH domain-containing protein 1 (Homo sapiens), … | ASAP1-stimulated ARF1 GTP hydrolysis, GDP FP detection | inhibition, % at 16.5 µM | hit rate 0.19% among 360,000 | AID 624377, 2012; in the data active = inhibition above about 25%;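 also: 0% = vehicle with enzyme and substrate and 100% = no enzyme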
# Target sequence (Q9ULH1 325-724 limits assumed): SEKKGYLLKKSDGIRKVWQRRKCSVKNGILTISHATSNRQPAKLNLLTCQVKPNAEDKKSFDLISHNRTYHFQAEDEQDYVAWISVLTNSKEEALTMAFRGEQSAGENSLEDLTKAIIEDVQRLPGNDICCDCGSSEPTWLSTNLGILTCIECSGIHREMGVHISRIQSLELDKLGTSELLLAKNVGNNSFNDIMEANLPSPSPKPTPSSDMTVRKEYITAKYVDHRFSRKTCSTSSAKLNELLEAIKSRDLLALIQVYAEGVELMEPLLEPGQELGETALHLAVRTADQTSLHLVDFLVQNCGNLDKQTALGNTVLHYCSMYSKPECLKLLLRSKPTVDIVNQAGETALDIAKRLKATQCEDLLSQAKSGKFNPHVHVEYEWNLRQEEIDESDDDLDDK
# HGIII-sPLA2 inh – human group III sPLA2 inhibitors, primary screen, biochemical, QFRET, BODIPY PC-A2 liposome substrate | inhibition, % at 12.2 µM | hit rate 0.56% among 370,000 | QFRET BODIPY PC-A2 liposome hydrolysis, fluorescence | Group 3 secretory phospholipase A2 (Homo sapiens), Q9NZ20 | AID 743126, 2013;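 active = inhibition above mean plus 3 SD of compounds lying within the high and low control bounds, cut at about 19% in these data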;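 also: 0% = median of test compound wells and 100% = no enzyme DMSO wells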
# Active calls of the source: *; i = inactive; nt = no result given.
# Each structure is followed by: proKLK7 act, rCAG RNA binder, NPR2 activator, FXN GAA850 act, ADAM10 inh, GC-A act, ARFGAP1 inh, Tn6 DDE FP, ASAP1 GAP inh, HGIII-sPLA2 inh
CCCC(=O)Nc1ccc(S(=O)(=O)Nc2cc(OC)nc(OC)n2)cc1
 : -0.4, 0, 4, 1.5, -2, 1, 0, -2, -8, 5
CS(=O)(=O)c1ccc(-c2nnn(CC(N)=O)n2)cc1
 : -0.2, -1, 4, 1.3, -1, 0, 7, -5, -12, 3
COc1cc(CNn2cn[nH]c2=S)cc(Cl)c1OCc1ccc(F)cc1
 : 0.0, 17, 1, 2.4, 11, 4, -1, 1, 4, 5
CCOC(=O)C1=CCN(S(=O)(=O)c2ccccc2F)C1c1ccc(Cl)c(Cl)c1 (stereo not drawn)
 : 0.1, 4, -11, nt, 11, -11, -7, -1, 8, -3
COc1cc(OC)cc(-c2c(-c3cccs3)c3cc(-c4ccc(N(C)C)nc4)ccc3n2C)c1
 : -2.1, 1, -3, 1.3, -30, -1, 6, 3, 13, -2
COc1ccc(S(=O)(=O)N2CCCC2CNC(=O)C(=O)NCc2cccs2)cc1 (stereo not drawn)
 : -0.3, 2, -3, 1.2, -4, -1, 7, 2, -6, -3
COc1ccccc1NC(=O)CSc1nc(=O)n(CCN(C)C)c2c1CCCC2
 : -0.1, -8, 2, 1.1, -8, 3, 2, 1, -4, 4
Cn1c(SCc2nc3ccccc3s2)nnc1-c1cccs1
 : -0.1, 2, -9, 1.5, 0, -1, 17, 6, 1, -2
Cc1c(Cc2ccccc2)c(=O)oc2c(C)c(OCC(=O)N[C@@H](Cc3ccccc3)C(=O)O)ccc12
 : -2.8, 47*, 8, 0.3, -354, 2, 5, -5, -3, 1
Cc1ccc(C(N)=O)cc1S(=O)(=O)Nc1cccc(C)c1C
 : 0.2, 1, 2, -1.3, -9, -5, -9, 1, 7, -7
CCOC(=O)Cc1csc(NC(=O)COc2ccccc2OCC)n1
 : -0.4, -9, -3, -2.1, 1, 1, 7, 1, -13, -1
Cc1cc(CN2CCN(c3ncc(Cc4ccccc4)cn3)CC2)cc(C)c1O
 : 0.1, 0, 6, nt, -9, 2, 2, 8, -4, 2
CC1(NC(=O)C2CCCCC2)CCS(=O)(=O)C1 (stereo not drawn)
 : 0.5, 1, 7, 1.1, 2, 3, -10, -2, -16, 2
Cc1cccc(-c2noc(CN(C)C(=O)c3ccco3)n2)c1
 : 0.0, -2, -6, 0.9, 3, 1, 3, -8, 5, 7
CCCCn1c(NCc2ccc(N(C)C)cc2)nc2ccccc21
 : 1.6, 2, 3, -2.6, 0, -1, 7, -8, 6, 1
CC(=O)N/C(=C\c1ccccc1)C(=O)OCC(=O)N1CCCCCC1
 : -0.1, 0, 4, -0.7, -3, 3, 0, -2, -8, -2
COCCNC(=O)C(OC(=O)c1cccs1)c1ccccc1 (stereo not drawn)
 : 0.2, -6, 3, -0.6, 0, 1, 10, 5, -5, 8
CCOC(=O)[C@H]1NN=C(C(=O)OC)[C@@H]1c1ccccc1
 : 0.3, 6, -1, 5.4, -8, 5, 4, 3, -11, 10
Cn1nc(C(=O)N2CCOCC2)c2ccccc2c1=O
 : -0.2, -1, 9, -0.1, -4, 2, -3, -6, -11, 0
COc1cc(C=Nn2c(-c3n[nH]c4c3CCC4)n[nH]c2=S)ccc1OCc1ccccc1
 : 0.2, 27, -5, nt, -5, -6, nt, 10, nt, 0
COc1cc(NC(=O)CSc2nnc(-c3cc(C)on3)o2)cc(OC)c1
 : 0.3, 2, 4, 0.5, -2, 2, 10, -5, 4, 1
C/C(CC(=O)Nc1cc(C)ccn1)=N\NC(=O)c1ccc(C(C)(C)C)cc1
 : -1.8, 1, 2, 1.7, -16, 14, -8, -1, 0, 2
CC(=O)c1cccc(NC(=O)C2Cc3c(-c4cccc(C(N)=O)c4)ccnc3O2)c1 (stereo not drawn)
 : 0.3, 4, 8, -1.3, -11, 6, -8, 3, -13, -4
CCN(CC)S(=O)(=O)c1ccc2[nH]c(=O)[nH]c2c1
 : 0.0, -1, 2, -1.6, -6, 2, -6, -2, 12, 6
Cc1ccc(CC(=O)NCCN2CCOCC2)cc1
 : -0.9, 0, -1, 2.1, 9, -5, 0, 13, -3, 7
Cc1cc(=O)n2nc(N3CCCC(C(=O)NCCCN4C(C)CCCC4C)C3)sc2n1 (stereo not drawn)
 : 0.5, -1, -1, -0.5, -3, 0, 1, 3, 16, -2
CCCc1ccc(Oc2coc3cc(OCC(=O)Nc4ccccc4C)ccc3c2=O)cc1
 : 0.6, 3, -6, -2.1, 0, -1, 6, -2, 13, -3
CCc1ccccc1N(CC(=O)NC1CCCCC1)C(=O)CCC(=O)Nc1ccccn1
 : -0.1, -7, -11, -0.5, 5, -13, 4, 0, -9, -2
CCC(CO)Oc1cc(NC(=O)c2ccccc2C)c2ncn(C(C)C)c2c1 (stereo not drawn)
 : 0.1, 1, -1, 0.5, 2, 1, 4, 8, 8, 5
Cc1ccc2c(CC(=O)OCc3cc(=O)n4c(n3)sc3ccccc34)coc2c1
 : -0.2, 8, 3, 0.8, -7, -4, -12, 1, 0, 14
COc1ccc([C@@H]2[C@@H]3C(=O)N(C(C)(C)C)C(=O)[C@@H]3[C@]3(Cc4ccccc4)C(=O)N(c4ccccc4)C(=O)N23)cc1
 : 0.0, -2, 0, 1.4, 5, 0, -4, 8, 0, -12
Cc1ccc(C)c(OCc2cc(C(=O)N3CCC(N4CCCC(O)C4)CC3)no2)c1 (stereo not drawn)
 : 0.5, 0, -2, 3.1, -3, 5, -3, -5, -9, -5
O=S(=O)(Nc1ccc(Cc2ccncc2)cc1)c1ccc(Cl)s1
 : -0.2, 7, 3, 1.8, 4, 1, 7, 3, -13, -15
COc1ccc(S(=O)(=O)Nc2ccc3c(c2)C(=O)N([C@H](C)CO)C[C@H](C)[C@@H](CN(C)C(=O)Nc2ccc4c(c2)OCO4)O3)cc1
 : -0.5, 1, 2, 1.1, -2, -1, 2, 4, 2, -6
O=C(N/N=C(/c1ccccc1)c1ccncc1)c1ccc2c(c1)OCO2
 : -0.2, -5, 2, -3.4, -4, -2, -4, 0, -10, -1
CCOc1ccccc1NC(=O)NCc1ccccc1
 : 0.0, 2, -5, 0.2, -2, 2, 1, 0, 2, 0
O=C(CC(C(=O)O)c1ccccc1)Nc1cccc2ccccc12 (stereo not drawn)
 : 0.3, 2, -2, 1.1, -8, 0, -3, 8, -12, -3
O=P(CO)(Cc1ccccc1)Cc1ccccc1
 : -0.3, 0, 2, -0.2, 5, 1, 5, -6, 2, 6
Cc1ccc(CNC(=O)CNS(=O)(=O)c2ccc3nc(C)sc3c2)cc1
 : -0.6, -2, 9, 0.0, -12, -2, 0, 0, 4, 3
COc1ccc2oc(=O)c(C(=O)n3ccc(C)n3)cc2c1
 : -0.6, 2, 0, -2.6, i, -1, 8, -8, 2, 7
CCOC(=O)c1ccc(NC(=S)Nc2cccc(C)n2)cc1
 : -0.4, 1, -4, 0.5, -4, -1, 0, 3, 4, 3
CCCCNC(=S)N1CCN(Cc2ccc3c(c2)OCO3)CC1
 : 0.1, 4, -11, 2.5, -5, 2, 3, 8, 6, 6
COc1ccc(-c2nc(=S)[nH][nH]2)cc1OC
 : -1.0, 0, 0, 0.4, -7, 0, -6, -4, 10, 5
Nc1cc(S(=O)(=O)c2ccc(O)c(N)c2)ccc1O
 : -0.2, 4, -1, -0.3, 3, -2, -3, -4, -1, -4
Cc1ccc(CNC(=O)C2CCCCC2C(=O)O)cc1 (stereo not drawn)
 : 0.9, -1, -5, -2.6, 0, 2, 2, -6, 4, 1
O=C(c1ccc(NS(=O)(=O)c2cccc([N+](=O)[O-])c2)cc1)N1CCN(C(=O)c2ccco2)CC1
 : 0.7, 9, 2, -0.1, -14, 3, -2, 7, 7, 4
CSC1=N/C(=C\C=C\c2cccs2)C(=O)S1
 : 0.4, 28, 0, 1.2, -3, 1, -4, -4, 6, -10
Cc1ccc(OCC(=O)N2CCCCCC2)c(C)c1
 : -0.1, -6, 4, 3.0, -4, 3, 2, 10, 5, -3
O=S(=O)(c1ccc(Br)cc1)N1CCCN(Cc2cccc(F)c2)CC1
 : -0.2, -9, 5, 4.1, -4, -2, 3, 8, -4, -3
CCCCOc1ccc(C(=O)NCC(=O)OCC(=O)c2c(N)n(C)c(=O)n(C)c2=O)cc1
 : 0.8, 0, 3, -0.2, -9, 34, 3, 3, 8, 1
Cc1ncn(C23CC4CC(CC(C4)C2)C3)n1
 : 0.2, -2, 2, 0.4, 8, 3, 14, -1, 2, 2
Cc1[nH]ccc(=O)c1OCc1ccc(Cl)cc1
 : 0.2, -9, 0, 1.6, -2, 0, -8, 5, 3, 1
COc1ccc(-c2cc(C(=O)Nc3ccccc3O)c3ccccc3n2)cc1OC
 : 0.6, 2, 6, 1.7, -4, 0, 0, -6, 0, -24
Cc1[nH]c2ccccc2c1/C=N/NC(=O)c1cc(-c2ccccc2)n[nH]1
 : 1.2, 23, 5, 0.6, 1, 12, 13, -2, -6, -12
COCCn1c(C)cc(C(=O)COC(=O)c2ccc3ncsc3c2)c1C
 : -0.1, -2, -4, 7.8*, 1, 4, -1, -6, 8, -3
CCOC(=O)C1=C(N)n2c(s/c(=C/c3ccco3)c2=O)=C(C(=O)OC)C1c1ccco1 (stereo not drawn)
 : 0.2, 57*, -2, -1.4, -15, -6, 2, 1, -2, -7
O=C(Nc1ccccc1NC(=O)NC1CCCCC1)NC1CCCCC1
 : -0.1, -1, 1, 1.2, -16, -5, 4, -2, 10, 1
CCNC(=O)COC(=O)C1C(C(=O)OCC)=C(C)NC(C)=C1C(=O)OCC
 : 1.1, -11, 1, 0.7, -95, 3, 1, -1, -8, 1
Cc1cccc(N=Cc2ccccc2O)c1C
 : -0.1, 0, 2, -1.4, -10, 3, -4, -2, -2, -4
CCCCCCSc1ccc([C@@H]2[C@H]3C(=O)N(CC)C(=O)[C@H]3[C@]3(C(=O)OC)CCCCN23)cc1
 : -0.4, 4, -5, 1.3, -10, 0, -6, -8, 16, 6
O=c1[nH]c2c(c(=O)[nH]1)CCC2
 : 0.1, 2, 2, -0.4, -4, 3, 15, -3, 5, 11
CCOc1ccc(CC(=O)Nc2c(C(=O)Nc3ccccc3)oc3ccccc23)cc1OCC
 : -0.5, 2, 1, 2.1, 4, 0, 0, -2, -8, 5
